AMA1-RON2 inh: AMA1-RON2 (P. falciparum) interaction inhibition; AlphaScreen AMA1-biotinylated RON2 peptide binding; hit rate 0.2% among 360,000; Potency, µM (doses to about 58.2 µM), for the others: at the top dose activity change, negative = inhibition, hits mostly inhibitors; active = well fitted inhibition curve with a large enough effect; inconclusive = small, poorly fitted or top-dose-only effect; inactive = no such curve, though single readings can be large or run the other way;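 also: potency is read from the fitted curve at half-maximal effect; 0% = vehicle wells and -100% = peptide control; nearly all actives have a fitted effect of over 45% in size; some results filed as inactive show a strong effect at the top dose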
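AMA1 (3D7) with his tag at 25 nM final met compounds first, then biotinylated RON2 peptide at 25 nM; detection used donor plus acceptor beads, 10 µg/mL apiece, read by AlphaScreen after 30 min at room temperature.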
HCMV inh: inhibitors of human cytomegalovirus | hit rate 4.5% among 410,000 | HFF cells, HCMV-luciferase reporter, 72 h; stronger effect = lower value | activity change, negative = inhibition, % at 57.5 µM; in the data active = activity change below about -60%; inconclusive = no clear call, values can overlap the other calls; inactive = above about -39%
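HFF cells seeded 16 h at 37C, treated with compounds, infected with luciferase-reporter HCMV at MOI 1 PFU/cell; luciferase read at 72 h post infection, normalized to buffer-only and Salinomycin controls.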
* = called active by the depositor; ? = inconclusive; . = not tested or not shown; [ ] = dose if it differs, or a comment. Unless noted, % is scaled to controls: 0 for no effect and ±100 for the full control effect. An excerpt, so the mix of outcomes need not match the whole.

Results follow in this order: AMA1-RON2 inh	HCMV inh
1. CN(Cc1cnn(-c2ccccc2)c1)C(=O)c1ccc(S(=O)(=O)NCc2ccco2)cc1
    0.0%	-11.6
2. Cn1ccc(=O)c2cc([N+](=O)[O-])ccc21
    -8.0%	?
3. CCCC(C)(C)C(=O)N1CCC1(C)C(=O)NS(=O)(=O)c1cccc(Cl)c1 (stereo unspecified)
    -1.3%	17.3
4. CCOC(=O)N(C)[C@H]1C[C@H]2c3[nH]c4ccccc4c3CCN2C[C@H]1[C@H](C)O
    3.3%	21.2
5. O=C(NCc1ccco1)c1ccc2nc([C@@H]3O[C@H](CO)[C@H](O)[C@H](O)[C@H]3O)[nH]c2c1
    19.0%	32.8
6. C[C@H]1CCCCO[C@H](CN(C)CC2CCCCC2)[C@@H](C)CN([C@@H](C)CO)C(=O)c2cc(NS(=O)(=O)c3ccccc3)ccc2O1
    -4.2%	-62.9*
7. CC(=O)NC(c1cccc(F)c1)c1nc(-c2ccccc2)cs1 (stereo unspecified)
    -4.6%	11.1
8. COc1ccc(-c2ccc(CN3C(C(C)C)C(=O)N(Cc4cn(CCC5OCCO5)nn4)CCS3(=O)=O)cc2)cc1OC (stereo unspecified)
    9.6%	14.3
9. COc1ccc(CN2CCN(Cc3c[nH]c4ccccc34)CC2)cc1OC
    -2.5%	18.3
10. CCc1nc2ccc(C(=O)NCCNC(C)=O)cn2c1N(C)Cc1ccc(OC)cc1
    25.5%	13.4
11. CCOc1ccc(CCNC(=O)COC(=O)c2n[nH]c3ccccc23)cc1OCC
    -8.2%	43.5
12. COc1ccc(N2C[C@H](CSC)[C@@H](CC(=O)Nc3ccccc3)C2=O)cc1
    -2.7%	3.2
13. Cc1ccccc1NC(=O)CN1CCN(c2ccc(F)cc2)CC1
    -2.9%	-29.2
14. CCCCNC(=O)C1c2ccccc2OCC(=O)N1CCOC (stereo unspecified)
    3.7%	30.6
15. CCCCN1C(=O)C(CC(=O)NCc2cccc3ccccc23)CC(C(=O)N(C(C)C)C(C)C)=C1C (stereo unspecified)
    -5.4%	-9.0

Looked up above:
Cn1ccc(=O)c2cc([N+](=O)[O-])ccc21 @ AMA1-RON2 inh: -8.0%
CCCCN1C(=O)C(CC(=O)NCc2cccc3ccccc23)CC(C(=O)N(C(C)C)C(C)C)=C1C (stereo unspecified) @ AMA1-RON2 inh: -5.4%
CN(Cc1cnn(-c2ccccc2)c1)C(=O)c1ccc(S(=O)(=O)NCc2ccco2)cc1 @ HCMV inh: -11.6

Compound profiles (already shown). Values in the order: AMA1-RON2 inh	HCMV inh
COc1ccc(CN2CCN(Cc3c[nH]c4ccccc34)CC2)cc1OC across the screens: -2.5%	18.3
CCOc1ccc(CCNC(=O)COC(=O)c2n[nH]c3ccccc23)cc1OCC across the screens: -8.2%	43.5
C[C@H]1CCCCO[C@H](CN(C)CC2CCCCC2)[C@@H](C)CN([C@@H](C)CO)C(=O)c2cc(NS(=O)(=O)c3ccccc3)ccc2O1 across the screens: -4.2%	-62.9*
Cc1ccccc1NC(=O)CN1CCN(c2ccc(F)cc2)CC1 across the screens: -2.9%	-29.2
CC(=O)NC(c1cccc(F)c1)c1nc(-c2ccccc2)cs1 (stereo unspecified) across the screens: -4.6%	11.1

(next part)
Results follow in this order: AMA1-RON2 inh	HCMV inh
16. CC1(C)CC2(OC2c2ccccc2)C(=O)c2ccccc21 (stereo unspecified)
    -2.3%	-9.2
17. COc1ccccc1CNc1nc(NCc2ccccc2SC)c2sccc2n1
    ?	-77.4*
18. CCOC1=C2[C@@H](CN(S(=O)(=O)c3ccc(C)cc3)[C@H]2c2cccc3ccccc23)[C@H]2C(=O)N(C3CCCCC3)C(=O)[C@H]2C1
    -5.7%	-12.9
19. CC(C(=O)NCc1ccccc1)n1c(CSCCOc2ccccc2)nc2ccccc21 (stereo unspecified)
    -4.7%	15.8
20. O=C(NCCc1cccs1)c1ccc(CS(=O)Cc2cccc(Cl)c2)o1 (stereo unspecified)
    -4.9%	22.5
21. O=C(NCc1nnnn1-c1ccc(F)cc1)c1cc2ccccc2o1
    -8.6%	1.2
22. CC(C)C[C@@H](CN1CCC[C@H]1CN1C(=O)C(=O)NC[C@@H]1Cc1ccc(O)cc1)N1C[C@H](Cc2ccc(O)cc2)N(CCc2ccccc2)C(=O)C1=O
    -7.4%	1.8
23. Cc1csc(=O)n1CCC(=O)OCC(=O)N(C)c1c(N)n(Cc2ccccc2)c(=O)[nH]c1=O
    -8.6%	-34.3
24. O=C1C(=Cc2ccc(F)cc2)Cc2ccccc21
    -0.9%	-23.8
25. O=C(c1cccs1)N1C[C@H](n2cc(C3CC3)nn2)[C@@H](O)C[C@@H]1c1ccccc1
    4.9%	-18.5
26. O=C(/C=C/[C@H]1O[C@@H](n2ccc(=O)[nH]c2=O)[C@H](O)[C@@H]1O)NCc1ccco1
    10.9%	10.2
27. Nc1cc(=O)n(Cc2ccco2)c(=S)[nH]1
    -3.4%	-10.4
28. CCc1nc2ccc(C(=O)NCc3ccc(OC)cc3)cn2c1N(CCC(C)C)CCN(C)C
    -5.2%	-25.7
29. CCCCNC(=O)C1(C)CCCCN1C(=O)c1cccs1 (stereo unspecified)
    6.8%	-3.4
30. COc1ccccc1-c1cnc2c(c1)C(=O)N([C@@H](C)CO)C[C@@H](C)[C@@H](CN(C)C(C)=O)O2
    7.8%	-5.1
31. CCOC(=O)C1=C[C@@H](C2CCCC2)N(S(=O)(=O)c2ccc([N+](=O)[O-])cc2)[C@H]1c1ccccc1
    -22.8%	?
32. Cc1cccc(C)c1NC(=O)C1(C)CSCC(=O)N1CCCn1ccnc1 (stereo unspecified)
    -0.5%	-18.3
33. COc1cccc(-c2ccc3nccn3c2)c1
    51.4%[activator]	-17.8
34. Cc1cccc(C)c1-n1nnnc1C(C1CC1)N1CCN(C/C=C/c2ccccc2)CC1 (stereo unspecified)
    -26.6%	-39.4
35. O=c1[nH]c(C(F)(F)F)nc2c1nc1n2CCC1
    0.0%	-11.5
36. CC1=C(C(=O)N(C)C)CC(CC(=O)NC2CCCC2)C(=O)N1CCCN1CCCC1=O (stereo unspecified)
    -18.2%	-0.8
37. Cc1cccc(C)c1-n1nnnc1C1(C)CCC(=O)N1CCCN1CCOCC1 (stereo unspecified)
    3.1%	-6.9
38. O=C(Nc1ccccc1)c1cc(C2COCCN2C(=O)CCCc2ccccc2)on1 (stereo unspecified)
    -1.5%	4.7
39. Cc1ccc(CN2CCC2(C)C(=O)NC(C)C)cc1 (stereo unspecified)
    3.2%	16.4
40. O=C(O)c1c2c(nc3ccc(S(=O)(=O)N4CCC(C(=O)NCc5ccccc5)CC4)cc13)CCCC2
    32.2%[activator]	16.0
41. C[C@H](CO)N1C[C@H](C)[C@H](CN(C)C(=O)N[C@H](C)c2ccccc2)OCc2ccccc2-c2c(n(C)c3ccccc23)C1=O
    5.8%	-14.6
42. CCOC(=O)C(Cc1ccccc1)C1(C)Oc2ccccc2O1 (stereo unspecified)
    24.1%	?
43. Cn1c(=O)c2cc(NC(=O)NCc3ccc(Cl)cc3Cl)ccc2n1Cc1ccc(F)cc1
    7.8%	?
44. CC(C)[C@@H](CO)NC(=O)[C@H]1O[C@@H](n2cnc3c(N)ncnc32)[C@H](O)[C@@H]1O
    4.4%	2.8
45. CN(Cc1ccccc1)Cc1cc(=O)oc2ccc3ccccc3c12
    12.1%	4.0
46. CCCC(=O)N1CCC1(C)C(=O)NS(=O)(=O)c1ccc(Cl)cc1 (stereo unspecified)
    -4.7%	3.4
47. Cc1cccc(C)c1-n1nnnc1C(c1ccccc1)N1CCN(C/C=C/c2ccccc2)CC1 (stereo unspecified)
    ?	-27.7
48. C[C@@H]1CN([C@H](C)CO)S(=O)(=O)c2ccc(C#CCN(C)C)cc2O[C@@H]1CN(C)Cc1ccccc1F
    -3.6%	-7.5
49. CCCCNC(=O)C1(C)CCCCN1C(=O)c1c(Cl)cccc1Cl (stereo unspecified)
    3.2%	?
50. O=C1NC2C3CC(c4ccccc43)C12 (stereo unspecified)
    -0.7%	-69.8*
51. COc1ccc(C(Cl)=C(C=O)c2ccc(OC)c(OC)c2)cc1OC
    32.1%[activator]	-5.8
52. COc1ccc(OC)c(C(O)c2ncc(-c3cccc4ccccc34)[nH]2)c1 (stereo unspecified)
    -1.3%	.
53. Cc1ccc(S(=O)(=O)NN=C2CCCc3ccccc32)cc1
    -15.6%	14.0
54. Cc1nc2ccc(C(=O)N(C)Cc3ccco3)cn2c1N(C)CC1CCCCC1
    -16.4%	-15.2
55. CCCCNC(=O)C1(C)CCCCN1C(=O)c1ccc2ccccc2n1 (stereo unspecified)
    12.8%	43.3
56. O=C(Nc1ccc(F)c(Cl)c1)c1cc(C2CCCCN2C(=O)c2ccc(Cl)cc2)on1 (stereo unspecified)
    -8.7%	2.9
57. O=C(CC[C@H]1O[C@@H](n2cnc3c(NC(=O)c4ccccc4)ncnc32)[C@H](O)[C@@H]1O)NCc1cccs1
    15.5%	-1.9
58. CCN(C(=O)COC(=O)CNS(=O)(=O)c1ccc(C)cc1)C1CCS(=O)(=O)C1 (stereo unspecified)
    0.5%	-24.9
59. Cc1cc(Br)cn2c(Cc3cccc(F)c3)c(-c3ccccc3)nc12
    5.8%	-6.0
60. CCOC(=O)c1c(-c2cc(OC)c(OC)c(OC)c2)csc1N
    -6.4%	109.0
61. CCOC(=O)C1=CCC2C(=O)N(CC)C(=O)C12 (stereo unspecified)
    2.6%	-3.9
62. O=C(Cc1cccc2ccccc12)NN=Cc1ccc2c(c1)CCC2
    72.9%[activator]	8.0
63. CCOc1ccc(/C(O)=C2\C(=O)C(=O)N(c3ccccn3)C2c2ccccc2F)c(C)c1 (stereo unspecified)
    -3.2%	-1.5
64. CC(C)(C)S(=O)N1Cc2cc(C(=O)NCC(F)(F)F)nc(-c3cccc(-c4cccc(F)c4)c3)c2[C@@H]1CCO (stereo partly specified)
    7.1%	-76.8*
65. CN1CCCC(C)(C(=O)Nc2ccc(-n3cccc3)cc2)C1 (stereo unspecified)
    -12.7%	11.3
66. CCCNC(=O)C1(C)CCCN(C(=O)c2oc3ccccc3c2C)C1 (stereo unspecified)
    -5.5%	21.9
67. C[C@H](O)[C@@H]1CN2CCc3c([nH]c4ccccc34)[C@@H]2C[C@@H]1N(C)C(=O)Nc1ccc(F)cc1
    -0.2%	24.6
68. CC1COC(=C2C(=O)OCC2C)C1 (stereo unspecified)
    -8.7%	20.2
69. OCC[C@@H]1C[C@H](O)[C@@H](O)[C@]2(OCc3cc(C(F)(F)F)ccc32)O1
    18.0%	1.2
70. C[C@H](CO)N1C[C@H](C)[C@H](CN(C)Cc2ccc(Oc3ccccc3)cc2)Oc2cc(Br)ccc2S1(=O)=O
    -17.5%	-109.2*
71. CC1(C)OC(=O)C2=C(C[C@@H](C3CCCC3)O[C@H]2c2ccc(Cl)cc2)O1
    -10.7%	-28.7
72. O=C(Nc1cccc(Oc2ccccc2)c1)C1Cc2c(-c3cccc(F)c3)ccnc2O1 (stereo unspecified)
    -12.4%	-14.1
73. Cn1nc(C(C)(C)C)cc1C(=O)N1CCCC(c2cc(C(=O)NCc3ccccc3)no2)C1 (stereo unspecified)
    2.0%	-39.4
74. O=C(NC(Sc1ccc(Cl)cc1)C(=O)O)c1ccccc1 (stereo unspecified)
    0.0%	4.7
75. CCC(C)NC(=O)c1ccc(N2CC3CC(C2)c2cccc(=O)n2C3)c(NC(=O)c2c(F)cccc2F)c1 (stereo unspecified)
    -7.3%	-26.9

Other records.
Results follow in this order: AMA1-RON2 inh	HCMV inh
76. COc1ccc(C(=O)C(=O)N2CCN(c3ccccc3F)CC2)cc1
    4.4%	-68.1*
77. CCc1nc2c(OCCn3cccc3)cccn2c1N(C)C(=O)c1ccc(C)cc1
    -18.6%	-14.8
78. OCC1OC(n2ccc3c2ncn2ncnc32)C(O)C1O (stereo unspecified)
    0.0%	-94.9*
79. C=CCC1CCCCC1=C(C#N)c1ccccc1 (stereo unspecified)
    22.8%	-25.0
80. Fc1cccc(Cc2c(-c3ccco3)nc3ccc(Br)cn23)c1
    -19.2%	56.6
81. C/C=C/c1cccc(-c2nc(C(=O)N3CCOCC3)cc3c2[C@H](CCO)N(C(=O)NC(C)C)C3)c1
    5.4%	-15.0
82. CCc1nc2ccc(C(=O)NCCc3ccccn3)cn2c1N(CC)Cc1cccc(Br)c1
    2.5%	?
83. O=C1NC(C2CC3C=CC2C3)Nc2ccccc21 (stereo unspecified)
    10.7%	6.7
84. CN(C)C(=O)C[C@@H]1CC[C@@H](NC(=O)C2CCC2)[C@@H](CO)O1
    -4.5%	-8.1
85. Cc1ccc(C(=O)O)cc1NCc1cccnc1
    -11.2%	1.1
86. CCOc1ccc(CCN2C(=O)C(=O)N([C@@H](Cc3ccc(O)cc3)CN3CCC[C@H]3CN3C(=O)C(=O)NC[C@@H]3CC(C)C)C[C@@H]2Cc2ccccc2)cc1
    -7.4%	-26.1
87. COc1cccc(Nc2nc(C(N)CCc3ccccc3)cs2)n1 (stereo unspecified)
    7.6%	-12.0
88. COc1cc(OCc2ccccc2)c(CC(=O)O)c([N+](=O)[O-])c1
    9.4%	26.9
89. CCc1nc2ccc(C(=O)Nc3cccc(NS(C)(=O)=O)c3)cn2c1N(C=O)CCC(C)C
    -2.9%	9.4
